High-throughput results (PubChem)
C8 TRAIL sens = caspase-8 TRAIL sensitization; inhibition (viability loss, TRAIL sensitization), % at 10 µM; AID 624354; NB7+C8 cells + TRAIL, ATPlite viability luminescence; 1% of 360,000 active;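 active = compounds causing at least 50% loss of cell viability in the single-dose screen, relative to plate controls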
HIF-2a block = HIF-2a inhibition. 786-0 RCC cells HIF-2a reporter, luciferase luminescence, overnight. inhibition, % at 18.8 µM. 0.72% of 360,000 active;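 active = inhibition of the luminescence signal of 40% or more relative to plate controls, in a single-dose primary screen at 18.75 µM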
Peg3 prom inh = Peg3 promoter activity inhibition; HeLa PEG-Prom luciferase reporter, luminescence, overnight; inhibition, % at 20 µM; 1.7% of 360,000 active; AID 588405;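 active = inhibition of at least 50% at 20 µM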
NR2E3 ag-1 = NR2E3 (human) agonism. AID 2300. Q9Y5X4. GST-NR2E3/biotin-RetCOR TR-FRET, 1536-well. inhibition of corepressor binding, % at 4.78 µM. 0.12% of 320,000 active;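 active = percent inhibition above the cutoff of mean plus 3 SD of all tested compounds, set per screening campaign, cut at about 20% in these data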;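 note: 0% = DMSO wells and 100% = biotin wells as full block of FRET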
Target sequence (Q9Y5X4 whole entry, looked up): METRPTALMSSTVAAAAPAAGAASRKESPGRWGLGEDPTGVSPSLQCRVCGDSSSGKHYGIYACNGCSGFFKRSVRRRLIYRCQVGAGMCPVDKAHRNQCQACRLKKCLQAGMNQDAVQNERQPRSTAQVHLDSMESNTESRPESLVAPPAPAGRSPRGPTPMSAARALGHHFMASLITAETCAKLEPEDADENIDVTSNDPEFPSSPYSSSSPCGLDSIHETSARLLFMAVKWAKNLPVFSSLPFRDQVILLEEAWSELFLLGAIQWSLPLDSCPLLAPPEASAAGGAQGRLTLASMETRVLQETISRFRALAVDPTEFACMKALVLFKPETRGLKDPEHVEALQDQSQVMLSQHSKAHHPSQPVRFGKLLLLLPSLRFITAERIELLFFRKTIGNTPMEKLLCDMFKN
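Material: NR2E3–RetCOR corepressor complex / Incubation: Compound–protein incubation for 5 h at 4 °C / Dosing: compound at 4.8 µM, single dose / Detection: time-resolved FRET / Benchmarks: high control biotin, low control 0.6% DMSO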
iPSC survival up = enhancers of human iPSC single-cell survival. hiPSC single-cell survival, ATPlite luminescence; 100% = ROCK inhibitor wells, 0% = DMSO. survival enhancement, % at 20 µM. 0.044% of 360,000 active. AID 602274; in the data active = survival enhancement above about 18%;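 note: cells exposed to compounds for 16 hours before the ATP read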
KKLEB cytotox = counter-screen for CF NF-kB inhibitors: cytotoxicity; KKLEB CF airway cells viability, ATPlite luminescence, overnight; stronger effect = lower value; cells stimulated with P. aeruginosa culture filtrate; activity change (cytotoxicity), % at 5 µM; 0.36% of 360,000 active; AID 602141;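 active = corrected activity change at or below -50% at 5 µM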
NR2E3 ag-2 = human photoreceptor-specific nuclear receptor agonism. Q9Y5X4. inhibition of corepressor binding, % at 3.98 µM. 0.35% of 360,000 active. CHO-S Gal4-NCOR/VP16-NR2E3 two-hybrid, luciferase. AID 602229;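 active = inhibition above the mean of all tested compounds plus 3 SD, cut at about 70% in these data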;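 note: 0% = DMSO with NR2E3 transfected cells and 100% = cells lacking NR2E3 construct; higher means lower luciferase signal from less NR2E3 corepressor binding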
Shn3 3UTR inh = Schnurri-3 reporter inhibition in Clone20 osteoblasts. Clone20 osteoblast Shn3 3'UTR firefly luciferase, 24 h. inhibition, % at 12.5 µM. 0.52% of 360,000 active. AID 588674;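 active = mean inhibition of at least 75% with every replicate also reaching 75%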;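 note: 0% = median of neutral control wells and 100% = pilot-screen positive control compound; some compounds past the cut are filed as inactive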
EBV LMP1 NFkB = inhibitors of Epstein-Barr LMP1-induced NF-kappaB reporter; LMP1-induced NF-kappaB luciferase reporter cells, luminescence; inhibition, % at 12.5 µM; 0.69% of 350,000 active; AID 504558; in the data active = inhibition above about 41%;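 note: 0% = neutral control wells and 100% = reference inhibitor control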
MITF TRPM1 inh = inhibitors of MITF-driven TRPM1 promoter in melanoma cells; AID 488899; inhibition, % at 12.5 µM; 0.83% of 330,000 active; SK-MEL-5 TRPM1 promoter luciferase, 24 h;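 active = mean inhibition across replicates of 60% or more, whatever share of single replicates reaches that level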; note: values of inactives mirror those of a sister screen read the other way
CF NFkB inh = inhibitors of cystic fibrosis induced NF-kB. KKLEB NF-kB-GFP reporter, PAF-induced, GFP fluorescence overnight. inhibition, % at 5 µM. 0.86% of 360,000 active;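 active = at least 50% inhibition at 5 µM, scaled per plate between neutral and stimulator controls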;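 note: PAF is a Pseudomonas aeruginosa culture filtrate used as stimulus; plate controls were PAF-stimulated DMSO wells for no effect and unstimulated DMSO wells for full effect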
Numbers without * were called inactive; nt = not tested or not shown. These rows are one share of the data (hit frequency here may not be typical).

SMILES | C8 TRAIL sens | HIF-2a block | Peg3 prom inh | NR2E3 ag-1 | iPSC survival up | KKLEB cytotox | NR2E3 ag-2 | Shn3 3UTR inh | EBV LMP1 NFkB | MITF TRPM1 inh | CF NFkB inh
Cc1ccc(S(=O)(=O)CCC(=O)Nc2nc(-c3cccnc3)cs2)cc1 | 11 | 6 | 3 | 0 | 0.0 | -2 | 15 | 17 | 3 | 11 | 22
CCOc1ccccc1C1NC(=O)NC(C)=C1C(=O)OCc1ccco1 (configuration not stated) | 2 | 18 | 7 | -5 | 0.3 | 5 | -9 | -32 | 5 | 10 | 0
CCOC(=O)c1nnn(CC(=O)NC(=O)Nc2cccc(CC)c2)c1C(=O)OCC | -4 | 7 | 11 | 3 | -0.6 | 7 | -13 | nt | -3 | -6 | 9
CC1(C)CC(NC(=O)C2CCC(=O)N(Cc3ccccc3F)C2)CC(C)(C)C1 (configuration not stated) | 0 | -144 | -146 | nt | -0.3 | -2 | -109 | -50 | -19 | -26 | 14
C#CCOC(=O)c1cc(Cl)c(=O)n(Cc2ccc(Cl)cc2Cl)c1 | -5 | 30 | 15 | -5 | -0.4 | -3 | -22 | -8 | -7 | 4 | 6
Brc1c(CSc2nncn2-c2ccccc2)nc2sccn12 | -12 | 7 | -2 | -1 | -2.8 | -2 | -5 | 4 | -1 | 16 | 10
CCCC(=O)Nc1ccc(C(=O)NNC(=S)NC(=O)c2cccs2)cc1 | 17 | 12 | 22 | 4 | 2.9 | 1 | 10 | -5 | 1 | 19 | -36
Cc1c(C(=O)Nc2ccncc2)oc2ccccc12 | 2 | -132 | -76 | -6 | -3.2 | -2 | -41 | 16 | -11 | -7 | -21
CCn1nc(C)c(NC(=O)/C=C/c2ccc(OC)c(COc3ccc(Br)cc3)c2)c1C | 7 | -1 | 23 | -1 | -2.0 | 4 | -17 | 26 | 19 | 14 | -23
CCN(CC(=O)Nc1ccccc1OC)C(=O)c1ccccc1Sc1ccccc1C#N | -15 | 0 | 13 | 1 | -0.3 | 11 | -3 | 5 | -23 | 15 | 18
CN(CC(=O)Nc1ccccc1C(F)(F)F)C(=O)c1cc([N+](=O)[O-])ccc1N1CCOCC1 | 2 | 14 | 7 | 2 | 0.6 | -4 | -10 | -1 | 15 | -2 | 5
CC(C)OC(=O)/C(C#N)=C/c1ccc(-c2ccc(SC(F)F)cc2)o1 | 12 | -6 | -66 | 1 | 0.7 | -15 | 0 | -7 | -11 | -7 | 18
CCC(C)NC(=O)C(NS(=O)(=O)c1cccc2nsnc12)c1ccccc1 (configuration not stated) | 7 | 0 | 21 | 0 | -2.2 | 11 | 6 | 15 | 4 | -3 | -10
O=C(COc1cccc(Br)c1)N/N=C1\CCCc2ccccc21 | -21 | -64 | -20 | 2 | 0.5 | 1 | -19 | -2 | -2 | -2 | 16
O=C(O)CN1C(=O)SC(Nc2ccccc2C(=O)O)C1=O (configuration not stated) | 0 | 7 | 13 | -2 | -1.2 | 8 | -4 | 17 | 3 | 5 | -2
N#Cc1c(SCC(N)=O)nc2c(c1-c1ccc(O)cc1)CCCC2 | -5 | 12 | 13 | 0 | -2.0 | 16 | -16 | 26 | -7 | -3 | 1
O=S(=O)(N/N=C\c1cn(-c2ccccc2)nc1-c1ccccc1)c1ccccc1 | -6 | -99 | -16 | 3 | -0.8 | 25 | -12 | -11 | -4 | -20 | 0
CC(NC(=O)OCc1ccccc1)C(=O)OCN1C(=O)c2ccccc2C1=O (configuration not stated) | 6 | 15 | 6 | 4 | 8.7 | 4 | -11 | 5 | 4 | 0 | 0
COc1ccc(S(=O)(=O)N2CCNCC2)cc1 | 2 | 14 | 19 | -2 | 0.3 | 6 | 11 | 11 | 5 | -4 | 12
COCCCn1c(=O)c2sccc2n2c(CCCC(=O)NCC3CCCO3)nnc12 (configuration not stated) | -9 | 7 | 8 | -2 | -0.1 | -22 | 5 | 16 | -5 | -2 | -8
Cc1ccccc1C1c2[nH]c3ccccc3c2C[C@H]2C(=O)N(C3CC3)CC(=O)N12 (some centres not stated) | 14 | 21 | 20 | -4 | 0.6 | 5 | 1 | 4 | 18 | 6 | -7
COc1ccc(CN2CCN(C(=O)CC(C)C)CC2)c2ccccc12 | -11 | 16 | 11 | 2 | 0.9 | 0 | -18 | 2 | -6 | 11 | 2
CCOC(=O)c1[nH]c(C)c(/C=N/O)c1C | 6 | 12 | -5 | 1 | -4.2 | 6 | -11 | 0 | 0 | 10 | 0
COc1ccc(-c2[nH]ncc2/C=C(\C#N)C(=O)NC2CC2)cc1 | 9 | 10 | 15 | -2 | 1.0 | -10 | -1 | -20 | -7 | 26 | 9
COc1ccc(Cn2nnnc2C(c2cccs2)N2CCSCC2)cc1 (configuration not stated) | -2 | -1 | 18 | -1 | -1.3 | 1 | -16 | 43 | 2 | 8 | 2
O=C(OCc1ccccc1F)c1cc([N+](=O)[O-])ccc1N1CCOCC1 | 10 | -8 | 21 | -1 | 0.7 | -14 | -5 | 5 | -9 | -3 | 11
Cc1ccc(CNc2cnccn2)s1 | 12 | 12 | 0 | 1 | -0.5 | -1 | -34 | 8 | 5 | -1 | 11
C=CCn1c(=S)[nH]c2scc(-c3ccco3)c2c1=O | 4 | 17 | 20 | 11 | 1.0 | 4 | -7 | -46 | -9 | 2 | 3
CSC1=N/C(=C\c2cccnc2)C(=O)N1c1ccccc1 | -10 | -51 | -42 | -5 | 1.4 | -12 | -1 | -6 | -11 | -41 | -1
Cc1ccc(OC(C)C(=O)N(C)c2ccccc2)c([N+](=O)[O-])n1 (configuration not stated) | -12 | -1 | -17 | 5 | -0.2 | -4 | -4 | 5 | 1 | -1 | -7

Compounds above containing an NH in an aromatic ring, in the order listed:
SMILES | C8 TRAIL sens | HIF-2a block | Peg3 prom inh | NR2E3 ag-1 | iPSC survival up | KKLEB cytotox | NR2E3 ag-2 | Shn3 3UTR inh | EBV LMP1 NFkB | MITF TRPM1 inh | CF NFkB inh
Cc1ccccc1C1c2[nH]c3ccccc3c2C[C@H]2C(=O)N(C3CC3)CC(=O)N12 (some centres not stated) | 14 | 21 | 20 | -4 | 0.6 | 5 | 1 | 4 | 18 | 6 | -7
CCOC(=O)c1[nH]c(C)c(/C=N/O)c1C | 6 | 12 | -5 | 1 | -4.2 | 6 | -11 | 0 | 0 | 10 | 0
COc1ccc(-c2[nH]ncc2/C=C(\C#N)C(=O)NC2CC2)cc1 | 9 | 10 | 15 | -2 | 1.0 | -10 | -1 | -20 | -7 | 26 | 9
C=CCn1c(=S)[nH]c2scc(-c3ccco3)c2c1=O | 4 | 17 | 20 | 11 | 1.0 | 4 | -7 | -46 | -9 | 2 | 3

Next section.
SMILES | C8 TRAIL sens | HIF-2a block | Peg3 prom inh | NR2E3 ag-1 | iPSC survival up | KKLEB cytotox | NR2E3 ag-2 | Shn3 3UTR inh | EBV LMP1 NFkB | MITF TRPM1 inh | CF NFkB inh
Cc1ccc(C2CC2/C(=N/O)c2ccc(F)cc2)cc1 (configuration not stated) | -3 | -40 | -9 | 1 | -0.5 | 0 | -30 | -17 | 7 | 4 | 7
Cc1ccccc1-n1c(C)nnc1SCC(=O)N1CCc2ccccc2C1 | -2 | 14 | 18 | 1 | -0.6 | 4 | 45 | 15 | 9 | 1 | 15
COc1ccc(-n2c(SCC(=O)O)nnc2-c2ccc(NC(=O)c3ccccc3)cc2)cc1 | 3 | 9 | 9 | -3 | 1.3 | 7 | 0 | -2 | -3 | -16 | -9
CCN1CCN(c2cc(C)c3cc(NC(=S)N4CCN(c5ccccc5F)CC4)ccc3n2)CC1 | 20 | 9 | -5 | 1 | 0.7 | -8 | -25 | 17 | -7 | 3 | 2
Cc1ccc(C(=O)N/C(=C\c2ccc(-c3ccccc3[N+](=O)[O-])o2)C(=O)NCCCN2CCOCC2)cc1 | 56* | -7 | 5 | 0 | 0.1 | -6 | -32 | -25 | -8 | 54 | 38
CCNC(=O)c1ccccc1-c1nc(-c2ccccc2Cl)no1 | -2 | -54 | -8 | 3 | -2.2 | -4 | -33 | -8 | -7 | 8 | 7
Cn1nnnc1SCc1cn2cccnc2n1 | -1 | 15 | 8 | 1 | -1.3 | 4 | -12 | -9 | 6 | 9 | -10
N#CCC(=O)NCCCOC(=O)Nc1ccc(Cl)c(Cl)c1 | -1 | -39 | -7 | 0 | 1.5 | -3 | -24 | -10 | 7 | -7 | -30
CC1CCCN(C(=O)CSCC(=O)N=c2sc3ccccc3n2C)C1 (configuration not stated) | -5 | -9 | 13 | 2 | 0.9 | 4 | -26 | 14 | 0 | -34 | 4
Cc1cc(Oc2ccccc2F)nc(NCc2ccccc2)n1 | 2 | 30 | 23 | nt | -2.0 | -9 | -21 | 23 | 8 | 3 | 12
Cc1ccc(C(=O)NCC(=O)Nc2ccccc2C(F)(F)F)cc1 | 0 | 2 | 3 | 0 | -0.5 | 10 | -10 | 3 | -3 | 6 | 6
O=C(O)C(Cc1ccccc1)Nc1ccc([N+](=O)[O-])cc1[N+](=O)[O-] (configuration not stated) | -8 | -91 | -88 | 2 | -0.6 | -4 | -49 | -39 | -2 | -13 | -1
CCc1ccc(NC(=O)CSc2nnc(-c3cccs3)n2CC)cc1 | 7 | -2 | -3 | 3 | -3.6 | 15 | 2 | 3 | 3 | -6 | -2
CCCN1C(=O)/C(=C/c2c(N3CCNC(=O)C3CC(=O)OCC)nc3c(C)cccn3c2=O)SC1=S (configuration not stated) | 6 | -14 | 47 | -1 | 0.0 | -8 | 15 | nt | 17 | -10 | -8
Cc1ccccc1OCC(=O)N1CCN(C(=O)COc2ccccc2C)CC1 | 7 | 8 | 3 | 4 | -0.5 | -8 | -10 | 5 | 5 | -5 | -5
C[C@H](NC(=O)c1ccccc1)C(=O)OCC(=O)c1c[nH]c2ccccc12 | -15 | 14 | -5 | -3 | -0.7 | -18 | 6 | -29 | -5 | -2 | 1
O=C(CSc1ccc(-c2nc3ccccc3[nH]2)cn1)Nc1ccc(S(=O)(=O)NC2CC2)cc1 | -1 | -66 | -12 | -2 | 1.7 | 10 | -24 | 0 | -35 | -31 | -14
CCOc1ccc(NC(=O)CCS(=O)(=O)c2ccc3c(c2)CCCN3C(C)=O)cc1 | -5 | 12 | 10 | 3 | 0.2 | -1 | 2 | 13 | -4 | 9 | -2
O=C(Cn1cnc([N+](=O)[O-])c1)NCCc1ccccc1 | -3 | 11 | 10 | 2 | -0.5 | -12 | -4 | -11 | -2 | -3 | 6
Cc1c(Cl)cnc(NC(=O)COC(=O)Cc2coc3ccc4ccccc4c23)c1Cl | 20 | 8 | -2 | 4 | 7.9 | -18 | -19 | -4 | 10 | -6 | 6
CCCCn1c(N)c(N(CCOC)C(=O)c2ccc(Cl)c(S(=O)(=O)N3CCCCC3)c2)c(=O)[nH]c1=O | 2 | 16 | 5 | -2 | 0.4 | 5 | -15 | -11 | -2 | -7 | 2
O=C(O)c1ccc(/C=N/NC(=O)c2cc3c(ccc4ccccc43)o2)cc1 | 6 | -22 | -30 | 2 | 1.5 | 3 | -7 | -25 | -1 | -7 | -2
CCC1Oc2ccccc2N(CC(=O)NC2CC2)C1=O (configuration not stated) | -8 | -3 | 1 | 2 | 1.0 | 8 | -3 | -3 | 6 | -5 | 15
